EPAC2 antag – qHTS for Antagonist of cAMP-regulated guanine nucleotide exchange factor 2 (EPAC2): primary screen. Potency, µM (doses to about 114 µM), for the others: at the highest dose activity, negative = inhibition, most hits filed as inhibitors. Rap guanine nucleotide exchange factor 4 (Homo sapiens), Q8WZA2. AID 720708, 2013. EPAC2 GEF exchange of Rap1B-BODIPY-GDP, fluorescence. 0.18% of 360,000 active; further: potency means the concentration at half of the fitted maximal effect; on the % scale 0 is the no-effect control and ±100 the full control effect; nearly all actives have a fitted effect of over 45% in size; many of its hits are not listed in these tables
Target sequence (Q8WZA2 whole entry, looked up): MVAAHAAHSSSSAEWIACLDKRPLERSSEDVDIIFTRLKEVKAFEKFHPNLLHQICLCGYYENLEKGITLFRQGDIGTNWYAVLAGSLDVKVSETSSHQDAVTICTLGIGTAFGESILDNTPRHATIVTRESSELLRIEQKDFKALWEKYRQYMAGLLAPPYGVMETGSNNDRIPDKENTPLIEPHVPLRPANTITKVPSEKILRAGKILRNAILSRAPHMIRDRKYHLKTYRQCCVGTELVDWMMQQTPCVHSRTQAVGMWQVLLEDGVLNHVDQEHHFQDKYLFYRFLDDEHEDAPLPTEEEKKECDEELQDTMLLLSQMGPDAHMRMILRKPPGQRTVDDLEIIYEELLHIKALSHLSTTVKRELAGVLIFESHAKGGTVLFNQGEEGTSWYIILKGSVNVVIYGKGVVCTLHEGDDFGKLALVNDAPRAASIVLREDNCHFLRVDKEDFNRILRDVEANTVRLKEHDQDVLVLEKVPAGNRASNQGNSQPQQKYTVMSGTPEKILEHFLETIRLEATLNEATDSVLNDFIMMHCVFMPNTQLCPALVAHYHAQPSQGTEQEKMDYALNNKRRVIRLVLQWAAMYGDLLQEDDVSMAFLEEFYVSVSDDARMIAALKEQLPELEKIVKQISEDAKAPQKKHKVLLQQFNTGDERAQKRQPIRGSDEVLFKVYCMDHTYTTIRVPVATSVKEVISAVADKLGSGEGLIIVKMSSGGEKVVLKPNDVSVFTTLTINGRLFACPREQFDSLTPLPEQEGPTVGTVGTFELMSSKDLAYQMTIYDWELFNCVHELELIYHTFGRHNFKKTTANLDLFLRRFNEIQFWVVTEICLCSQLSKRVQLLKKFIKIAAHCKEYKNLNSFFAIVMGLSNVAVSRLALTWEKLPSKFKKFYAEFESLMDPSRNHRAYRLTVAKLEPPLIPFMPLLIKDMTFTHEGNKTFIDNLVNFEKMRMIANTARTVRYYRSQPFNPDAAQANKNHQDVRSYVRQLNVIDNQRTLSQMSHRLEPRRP
WRN inhibitor – qHTS for Inhibitors of WRN Helicase; Bifunctional 3'-5' exonuclease/ATP-dependent helicase WRN (Homo sapiens), Q14191; WRN helicase unwinding, fluorescent forked duplex, kinetic; Potency, µM (titrated, usually from 114 µM), for inactives: at the top dose activity change, negative = inhibition, usual class: inhibitors; 0.46% of 360,000 active; AID 651768, 2012; further: potency means the concentration at half of the fitted maximal effect; on the % scale 0 is the no-effect control and ±100 the full control effect; nearly all actives have a fitted effect of over 55% in size
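Enzyme (20 nM final) and test compound sit together 15 min at room temperature before substrate addition. Substrate is a single-forked duplex oligonucleotide (100 nM) labelled with fluorophore and quencher, with 2 mM ATP; helicase unwinding raises red fluorescence, read kinetically.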
EPAC1 ag – qHTS for Agonist of cAMP-regulated guanine nucleotide exchange factor 3 (EPAC1): primary screen; Rap guanine nucleotide exchange factor 3 (Homo sapiens), O95398; EPAC1 agonist qHTS, biochemical assay; response scale: 100% = response to 6.5 mM cAMP; Potency, µM (doses to about 154 µM), for the others: at the top dose activation, actives largely listed as activators; 0.073% of 360,000 active; AID 720707, 2013; further: potency means the concentration at half of the fitted maximal effect; nearly all actives have a fitted effect of over 60% in size
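EPAC1 100 nM, Rap1B–BODIPY-GDP 250 nM, unlabeled GDP 50 uM; compound titration; 5 min RT; kinetic read ex480/em540 at 5-min intervals ×30 min; data normalized to 6.5 mM cAMP agonist control.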
EPAC1 antagonist – qHTS for Antagonist of cAMP-regulated guanine nucleotide exchange factor 3 (EPAC1): primary screen; Potency, µM (titrated, usually from 115 µM), without a hit: top-dose activity change, negative = inhibition, most hits filed as inhibitors; 0.14% of 360,000 active; Rap guanine nucleotide exchange factor 3 (Homo sapiens), O95398; EPAC1 GEF assay, Rap1b-BODIPY-GDP exchange fluorescence;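 further: potency means the concentration at half of the fitted maximal effect; plate controls were vehicle for no effect and positive control for full effect; nearly all actives have a fitted effect of over 50% in size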
PLK1 PBD block – qHTS for Inhibitors of PLK1-PDB (polo-like kinase 1 - polo-box domain): Primary Screen | Plk1 PBD binding of FITC phosphopeptide, fluorescence polarization | AID 720504, 2013 | Potency, µM, for inactives: max response, negative = inhibition, actives largely listed as inhibitors | Serine/threonine-protein kinase PLK1 (Homo sapiens), P53350 | 2.8% of 360,000 active; further: potency means the concentration at half of the fitted maximal effect; series mostly up to about 57 µM; on the % scale 0 is the no-effect control and ±100 the full control effect; nearly all actives have a fitted effect of over 65% in size
PI5P4K alpha inh – qHTS for Inhibitors of phosphatidylinositol 5-phosphate 4-kinase (PI5P4K); Phosphatidylinositol 5-phosphate 4-kinase type-2 alpha (Homo sapiens), P48426; PI5P4Kalpha enzyme, ADP-Glo luminescence, 60 min; stronger effect = lower value; max response, %; 1.2% of 330,000 active; AID 652105, 2013; active means max response of -50% or lower; inconclusive means between -30% and -50%; inactive means -30% or higher; further: value at the top dose of about 77 µM; on the % scale 0 is the no-effect control and ±100 the full control effect
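Single end-point luminescence (ADP-Glo) quantified ADP from PI5P4Kalpha turnover; ATP 5 microM final, 1 h at RT, 0.1% CHAPS and 0.28 mM EGTA in HEPES pH 7.4.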
MmCpn inh – Inhibitors of TCP-1 ring complex (TRiC) of Methanococcus maripaludis (MmCpn): qHTS; purified Mm-Cpn ATPase, ADP Transcreener TR-FRET; Potency, µM (doses to about 76.9 µM), without a hit: at the highest dose activity, negative = inhibition, actives largely listed as inhibitors; 0.031% of 330,000 active; further: potency means the concentration at half of the fitted maximal effect; on the % scale 0 is the no-effect control and ±100 the full control effect; nearly all actives have a fitted effect of over 80% in size
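Purified archaeal chaperonin (25 nM final) was preincubated with compound for 10 min at 37°C, then ATP (10 uM final) was added for 30 min at 37°C in Tris pH 7.4/KCl/MgCl2/DTT buffer. ADP was quantified by HTRF Transcreener TR-FRET.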
CCT chaperon mod – High-Throughput Screening for Modulators of Cytosolic Chaperonin Activity; purified chaperonin ATPase assay, HTRF ADP detection, 30 min; activity change, % (concentration not given with the values), hits read low; 0.3% of 360,000 active; AID 651819, 2012; in the data active means activity change below about -30%; further: on the % scale 0 is the no-effect control and ±100 the full control effect
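Nucleotide hydrolysis assay: TRiC at 20–40 nM final (set by batch activity) with 10 uM ATP, 30 min at 37 °C, in presence of 76 uM compound. Detection by competitive ADP HTRF, 30 min ambient.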
* hit, by the source's call; ? = inconclusive; nt = not tested or not shown; [ ] = remark or other dose. Unless noted, the call rests on the fitted dose curve; in most records, active means well fitted curve in the direction sought with a large enough effect; inconclusive means small, poorly fitted or top-dose-only effect, or another doubt; inactive means no such curve, though single readings can be large; an effect the other way counts as inactive or inconclusive. Some of the compounds tested, so the mix of outcomes need not match the whole.

Each structure is followed by: EPAC2 antag, WRN inhibitor, EPAC1 ag, EPAC1 antagonist, PLK1 PBD block, PI5P4K alpha inh, MmCpn inh, CCT chaperon mod
> COc1cc(OC)cc(C(=O)Nc2ccc(S(=O)(=O)Nc3ccccn3)cc2)c1
→ -1%, 0%, -11%, -2%, -3%, 5, -24%, -27
> COC(C/C=C\[C@H](O)COCc1ccccc1)OC
→ 9%, 5%, -2%, -10%, -3%, 9, nt, 1.2
> COc1ccc(NC(=O)/C=C/c2ccc(OC(F)F)cc2)cn1
→ 9%, 0%, -7%, 2%, -6%, 0, -1%, -2.7
> O=C(NCC(=O)N(Cc1ccco1)C(C(=O)NC1CCCCC1)c1cccnc1)c1cccs1 (stereo not given)
→ 17%, 1%, 7%, 12%, -9%, 0, 1%, 0.9
> CCCOP(=O)(OCCC)c1c([N+](=O)[O-])cc(C(F)(F)F)cc1[N+](=O)[O-]
→ 0%, -5%, -10%, 3%, -8%, 0, 0%, -5.4
> CCOc1ccccc1CN1CCN(Cc2ccc3cccc(OC)c3n2)CC1CCO (stereo not given)
→ 0%, 1%, 5%, 6%, -20%, 2, -10%, -1.9
> COC(=O)[C@]1(C)N[C@H](c2ccc(-c3cccc(Cl)c3)c(OC)c2)[C@@H]2C(=O)N(C)C(=O)[C@@H]21
→ -13%, -1%, 3%, -8%, -9%, -3, -4%, 0.7
> Cc1ccc(C(=O)O/N=C(\N)Cc2cccc3ccccc23)cc1
→ 7%, 3%, 4%, -7%, -9%, 7, 0%, -1.4
> Fc1ccc(/C=N/NC(=S)Nc2ccc(Cl)cc2)cc1F
→ -1%, -7%, -9%, -7%, -4%, -6, -3%, -0.5
> Cc1cc(NC(=O)CCCS(=O)(=O)c2nc(-c3cccs3)cc(C(F)(F)F)n2)no1
→ -1%, -9%, -4%, 0%, ?, -6, -25%, -0.5
> O=c1c(-c2c(O)cc(O)c3c2O[C@H](c2ccc(O)cc2)CC3)c(-c2ccc(O)cc2)oc2cc(O)cc(O)c12
→ 1%, -24%, -8%, -23%, -6%, ?, 35µM*, -2.4
> CC1Oc2ccccc2OC1(O)c1ccccn1 (stereo not given)
→ 11%, 10%, 3%, 11%, -6%, -2, 2%, 1.8
> CC(=O)O[C@@H]1C[C@H]2C(C)(C)C(=O)C=C[C@]2(C)[C@H]2CC[C@@]3(C)[C@H](c4ccoc4)OC(=O)[C@H]4O[C@]43[C@@]21C
→ 8%, -1%, 8%, -23%, -12%, 0, 0%, 0.6
> O=[N+]([O-])c1ccc(N2CCN(C(=S)NC3CCCCC3)CC2)cc1
→ -7%, -6%, 14%, -6%, -1%, 6, -1%, 1.2
> Cc1ccccc1CSCCNC(=O)Nc1ccccc1
→ 10%[57.1 µM], 5%, 0%, -1%, -4%, 1, 1%, 0.0
> Cn1cccc1-c1cc(C(=O)N/N=C/c2cc(Br)ccc2O)[nH]n1
→ -5%, -7%, 0%, -5%, -8%, ?, -3%, -1.7
> COc1c([N+](=O)[O-])c(=O)oc2ccccc12
→ 10%, -11%, -2%, -3%, -2%, -12, -1%, -0.9
> O=C(c1cc(C2CC2)on1)N1CCCC(N2CCN(c3cccc(C(F)(F)F)c3)CC2)C1 (stereo not given)
→ -14%, 3%, -11%, -19%, -12%, 5, -6%, 0.9
> O=C(O)Cc1ccc(NC(=O)Cc2ccc3ccccc3c2)cc1
→ -17%, 8%, -9%, 1%, -3%, 0, -4%, -21
> COc1cccc(C(=O)NC(=S)Nc2ccc(Cl)c(C(=O)O)c2)c1
→ 7%, -11%, 1%, -4%, -27%, -20, nt, 2.7
> COc1ccc(N(CC(=O)Nc2ccccc2F)S(=O)(=O)c2ccc(C)c([N+](=O)[O-])c2)cc1
→ -2%, 5%, 24%, -18%, -7%, -1, -5%, -4.2
> O=C(OCc1cn([C@@H]2CN(C(=O)c3cccs3)[C@@H](c3ccccc3)C[C@H]2O)nn1)c1ccccc1
→ 0%, -7%, -1%, -8%, 3%, 0, nt, -2.1
> Cc1ccc(S(=O)(=O)N2CCC(C(=O)Nc3ccc4c(c3)OCO4)CC2)cc1
→ 0%, -1%, 5%, 9%, -4%, 3, 0%, -0.1
> Brc1ccccc1C1Nc2cccc3cccc(c23)N1
→ ?, -10%, 9%, -18%, -6%, 0, -1%, 0.5
> CN(CC(=O)Nc1cccc(F)c1)C(=O)c1cccc(S(=O)(=O)N2CCN(c3ccc(F)cc3)CC2)c1
→ -9%, -2%, -13%, -9%, -12%, 6, nt, -6.3
> Cc1c(-n2c(SCC(=O)O)nnc2-c2ccccc2Cl)c(=O)n(-c2ccccc2)n1C
→ 19%, 11%, -3%, 7%, -9%, 2, -5%, 0.6
> Nc1ccc2oc(=O)c(-c3ccccc3)cc2c1
→ 5%, -3%[57.1 µM], 3%, -15%, 0%, -8, -4%, 0.6
> CCCN(CCC)CCCNC(=O)c1ccc(CS(=O)(=O)c2c(Cl)cccc2Cl)o1
→ 7%, -3%, -5%, -2%, -3%, 0, 0%, 0.3
> NC(=O)c1ccccc1NC(=S)NC(=O)c1ccc(Br)o1
→ -6%, ?, 1%, 0%, -24%, -7, 1%, -1.7
> COC(=O)C1(Cc2ccc3c(c2)CCC3)Cc2ccc3c(c2C1=O)CCC3 (stereo not given)
→ 0%, 1%, 2%, -7%, 1%, 0, nt, -0.3
> O=C(c1ccccc1O)N1CCOCC1
→ 7%, -4%, -6%, -5%, 0%, 2, 3%, -4.2
> Cc1cc(N2CCN(c3ccc(F)cc3)CC2)n2ncnc2n1
→ 1%, 5%, -7%, 7%, 1%, 2, 1%, 1.3
> S=C(Nc1cccnc1)N1CCCCC1
→ 0%, -1%, 1%, -2%, -6%, 0, -6%, -3.0
> Cc1cccc(N/C=C(\[N+](=O)[O-])S(=O)(=O)c2ccccc2)c1C
→ ?, -12%, 2%, 16%, -16%, -3, 0%, -6.4
> O=C(COC(=O)c1ccc(Br)cc1)Nc1cccnc1Cl
→ -5%, -1%, 5%, 4%, -2%, 10, 1%, 0.3
> COC(=O)c1ccc(C(=O)OC)c(NC(=O)COC(=O)CC2CC3CCC2C3)c1 (stereo not given)
→ -2%, -1%, 0%, -10%, -9%, 18, 1%, -3.1
> COc1ccc(NC(=O)Nc2c(C)noc2-c2ccccc2)cc1
→ 5%, 2%, -6%, -12%, -2%, 1, -14%, 0.4
> O=C(C[n+]1cccc2ccccc21)c1ccc([N+](=O)[O-])cc1
→ -2%, -36%, 2%, -11%, ?, -65*, -6%, -2.3
> CC(C)Oc1ccc(C(CCN)C2CCCCC2)cc1 (stereo not given)
→ 5%, 9%, -12%, 11%, -4%, 15, -1%, -0.8
> N#Cc1c(NC(=O)c2ccccc2)sc2c1CCC2
→ -2%, -5%, 2%, -7%, -7%, -13, ?, 1.2
> COC(=O)c1ccccc1N=Nc1c(N)n[nH]c1N
→ 5%, -17%, -2%, -3%, 2%, 2, -1%, -0.6
> NC1=NC(=O)/C(=C/c2cn(Cc3ccccc3)c3ccccc23)S1
→ -16%, ?, 8%, ?, -16%, ?, -1%, -0.3
> CCOc1ccc(CCNC(=O)C(CCC(N)=O)NC(=O)OCc2ccccc2)cc1OCC (stereo not given)
→ -4%, 7%, -2%, -8%, 3%, 3, 1%, 1.0
> CCOc1cc(C2NC(=O)CCC2[N+](=O)[O-])cc(Br)c1OCC (stereo not given)
→ 26%, 3%, -9%, 5%, -2%, -3, 2%, -1.2
> CN1CCN(CCCNC(=O)c2ccc3c(c2)N(Cc2ccccc2)CCS3)CC1
→ 10%, -7%, -16%, -11%, 2%, -3, -6%, -1.9
> CCOC(=O)Cc1c(C)nc(-c2ccccc2)[nH]c1=O
→ -2%, -12%, -2%, -12%, -1%, 3, 1%, -1.8
> CC1CN(S(=O)(=O)c2cccc(C(=O)NCC3COc4ccccc4O3)c2)CC(C)O1 (stereo not given)
→ -2%, 3%, 3%, -9%, 6%, 4, 0%, 2.0
> O=C(NNc1cccc(Cl)n1)C1CC1
→ 2%, -3%, 9%, -6%, -8%, -3, -1%, 4.0
> NNC(=O)CCc1c[nH]c2ccccc12
→ 8%, 7%[57.1 µM], 2%, -4%, 0%, -1, 0%, 1.2
> CCn1c(C)cc(/C=C2/SC(=O)N(CC(=O)N3CCCC3)C2=O)c1C
→ -1%, -1%, 2%, -1%, -3%, 2, -3%, 0.6
> CCCCCc1c(C)c(C#N)c2nc3ccccc3n2c1-n1ccnc1C
→ 15%, 0%, -4%, -9%, -14%, 0, 3%, 2.2
> COc1cccc(C(=O)NCc2cccnc2)c1
→ 7%, -3%, -3%, 11%, 2%, nt, 1%, -1.2
> Cc1ccc(-c2ccc(/C=N/NC(=O)CN3CCOCC3)o2)cc1[N+](=O)[O-]
→ -1%, 8%, -4%, -21%, ?, -1, -4%, 0.3
> CC1=C(C)CC2C(C1)C(=O)c1ccc(Br)cc1S2(=O)=O (stereo not given)
→ ?, 1%, -8%, 10%, 0%, 0, -6%, 0.1
> CCc1c(C)sc(NC(=O)/C=C/C(=O)O)c1C(N)=O
→ -2%, -3%, 10%, -9%, -16%, -21, -1%, -1.0
> CCOC(=O)CSc1nc(C(C)(C)C)nc2ccccc12
→ -27%, 3%, -3%, -19%, 0%, -3, -6%, 0.7
> CN(C)CCCN(C(=O)c1ccc(S(=O)(=O)N2CCCCCC2)cc1)c1nc2c(F)cccc2s1
→ 0%, 2%, 2%, ?, -11%, 3, 1%, -2.0
> Cc1ccc(CCCNC(=O)C2CCC(=O)N(Cc3cccc(F)c3)C2)cc1 (stereo not given)
→ 1%, -2%, -2%, -15%, -20%, 1, 0%, -1.7
> COC(CNC(=O)c1ccc2c(c1)ncn2-c1ccc(F)cc1F)OC
→ 3%, -2%, -4%, -2%, -3%, 3, 0%, -1.3

Some values from the entries so far.
In WRN inhibitor, `COc1cccc(C(=O)NCc2cccnc2)c1` is entered as -3%
In WRN inhibitor, `CC(C)Oc1ccc(C(CCN)C2CCCCC2)cc1` (stereo not given) is entered as 9%

Screens deposited in PubChem by National Center for Advancing Translational Sciences (NCATS).
